Source: PubChem BioAssay (several laboratories)
CRFR2-BP antag: antagonists of CRF-BP/CRF-R2 complex, primary screen, cell-based, HEK293, calcium dye fluorescence, uHTS; CRF-induced calcium fluorescence; inhibition, % at 11.8 µM; 350,000 compounds, 0.59% hits; AID 588475, 2011;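 active means inhibition of the ligand-induced calcium signal above about 50% at the single tested concentration, limit read from the data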
VIM-2 inh: VIM-2 metallo-beta-lactamase inhibitors, primary screen, biochemical, epi-absorbance readout, Pseudomonas aeruginosa enzyme; purified VIM-2, nitrocefin hydrolysis, epi-absorbance fluorescence; inhibition, % at 5.6 µM; 290,000 compounds, 0.89% hits; AID 1527, 2009;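 active means inhibition above the mean of all tested compounds plus 3 SD, cutoff set per screening run, cut at about 7.5% in these data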;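 further: red hydrolysis product quenches plate fluorescence so inhibitors raise well fluorescence; 0% = enzyme with DMSO and 100% = DMSO without enzyme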
GalR3 antag: GalR3 antagonists in HEK293 cells, primary screen, cell-based, fluorescence readout. Galanin receptor type 3 (Homo sapiens), O60755. HEK293 GalR3-CNG cAMP membrane potential fluorescence; galR3 body fused to GalR1 C-terminus. inhibition, % at 3 µM. 360,000 compounds, 0.44% hits;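 active means inhibition above the screen-wide average plus 3 SD, cut at about 13% in these data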;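 further: forskolin and galanin both at EC90 stimulate the cells; cAMP rise reported by CNG channel membrane potential dye signal; 0% = forskolin plus galanin with DMSO and 100% = forskolin alone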
IDE inh: human IDE inhibitors in live cells, primary screen, fluorescence polarization, HEK cells, FAbetaB substrate | inhibition, % at 5.59 µM | Insulin-degrading enzyme (Homo sapiens), P14735 | FAbetaB cleavage | 320,000 compounds, 0.41% hits;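 active means percent inhibition above the average of all tested compounds plus 3 SD, set per screening campaign, cut at about 16% in these data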;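 further: IDE supplied by intact live HEK cells; FP after avidin binding of uncleaved biotin substrate so inhibition keeps polarization high; 0% = DMSO wells and 100% = 60 µM reference IDE inhibitor Ii1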
IDE cell activ: human IDE activators in live cells, primary screen, fluorescence polarization, HEK cells, FAbeta-B substrate; 340,000 compounds, 0.073% hits; activation, % at 5.96 µM; AID 493087, 2011; FAbeta-B cleavage; 0% vehicle, 100% cell-free pure enzyme wells; Insulin-degrading enzyme (Homo sapiens), P14735;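 active means activation above the mean of all tested compounds plus 3 SD, set per screening campaign, cut at about 17% in these data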
HCV NS3 hel inh: inhibitors of HCV NS3 helicase, primary screen, biochemical, Cy5 molecular beacon fluorescence; NS3 helicase DNA unwinding; inhibition, % at 10.9 µM; 290,000 compounds, 0.56% hits; AID 1800, 2009;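 active means inhibition above the mean of all tested compounds plus 3 SD, set per campaign, cut at about 35% in these data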;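 further: 0% = DMSO wells and 100% = thioflavine S control wells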
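System: HCV NS3 helicase fragment; control set: DMSO and thioflavine S; technique: Cy5 fluorescence at 0 and 60 min, beacon hairpin quenching; reagent: beacon DNA duplex substrate plus ATP; replicates: singlicate; schedule: 1 h reaction at 25 °C, ATP-initiated; medium: MOPS buffer pH 6.5 with MgCl2, DTT, Tween20, BSA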
p-CIP stab down: p/CIP-EGFP fusion destabilizers, primary screen, fluorescence, F442A cells; Q05BA5; 16 h; decrease of EGFP signal, % at 10 µM; 290,000 compounds, 0.01% hits; AID 1984, 2009;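 active means EGFP signal decrease of at least 30% at 10 µM or well 3 SD below plate mean, unless failing retest; inactive means the rest, including hits failing retest or dose response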; further: some compounds called inactive have numbers as strong as hits; many of its hits are not listed in these tables
Target sequence (Q05BA5 1-1403): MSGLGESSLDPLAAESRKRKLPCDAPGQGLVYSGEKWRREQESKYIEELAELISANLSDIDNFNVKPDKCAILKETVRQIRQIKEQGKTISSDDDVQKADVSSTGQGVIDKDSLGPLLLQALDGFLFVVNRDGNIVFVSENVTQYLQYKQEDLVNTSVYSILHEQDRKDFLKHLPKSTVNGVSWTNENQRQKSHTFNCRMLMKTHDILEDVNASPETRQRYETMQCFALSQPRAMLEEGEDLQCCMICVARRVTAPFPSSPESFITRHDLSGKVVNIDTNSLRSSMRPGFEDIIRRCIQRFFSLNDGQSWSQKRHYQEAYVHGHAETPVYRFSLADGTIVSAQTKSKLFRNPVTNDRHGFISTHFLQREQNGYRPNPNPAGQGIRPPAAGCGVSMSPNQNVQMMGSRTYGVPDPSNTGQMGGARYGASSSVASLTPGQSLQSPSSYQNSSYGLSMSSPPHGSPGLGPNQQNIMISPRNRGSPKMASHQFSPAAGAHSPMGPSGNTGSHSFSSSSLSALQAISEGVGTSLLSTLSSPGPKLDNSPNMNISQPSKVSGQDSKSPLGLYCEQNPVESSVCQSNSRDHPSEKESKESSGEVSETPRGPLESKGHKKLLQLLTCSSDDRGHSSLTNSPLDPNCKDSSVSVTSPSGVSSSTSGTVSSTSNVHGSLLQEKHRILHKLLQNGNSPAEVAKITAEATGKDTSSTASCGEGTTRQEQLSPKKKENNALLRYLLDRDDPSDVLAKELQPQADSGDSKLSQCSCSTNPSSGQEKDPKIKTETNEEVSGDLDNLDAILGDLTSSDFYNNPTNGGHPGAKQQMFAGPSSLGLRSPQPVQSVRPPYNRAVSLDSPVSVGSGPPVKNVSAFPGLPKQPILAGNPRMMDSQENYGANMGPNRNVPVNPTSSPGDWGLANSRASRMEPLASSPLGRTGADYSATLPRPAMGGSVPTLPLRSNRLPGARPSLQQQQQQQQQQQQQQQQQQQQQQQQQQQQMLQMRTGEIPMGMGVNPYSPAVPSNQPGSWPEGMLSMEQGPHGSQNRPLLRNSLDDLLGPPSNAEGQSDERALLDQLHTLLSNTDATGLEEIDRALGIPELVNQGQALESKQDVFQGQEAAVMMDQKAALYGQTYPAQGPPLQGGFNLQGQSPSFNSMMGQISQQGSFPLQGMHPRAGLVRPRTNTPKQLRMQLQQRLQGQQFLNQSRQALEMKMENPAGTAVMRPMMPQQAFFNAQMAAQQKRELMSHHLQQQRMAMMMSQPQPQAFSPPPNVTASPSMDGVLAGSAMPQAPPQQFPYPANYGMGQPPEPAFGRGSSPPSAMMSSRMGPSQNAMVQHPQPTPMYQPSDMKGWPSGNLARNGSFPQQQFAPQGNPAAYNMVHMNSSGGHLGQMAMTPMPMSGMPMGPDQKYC
IMP-1 inh: IMP-1 metallo-beta-lactamase inhibitors, primary screen, biochemical, epi-absorbance readout, Pseudomonas aeruginosa enzyme. metallo-beta-lactamase IMP-1 (Pseudomonas aeruginosa). purified IMP-1, nitrocefin hydrolysis, epi-absorbance fluorescence. inhibition, % at 5.6 µM. 290,000 compounds, 0.45% hits;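 active means inhibition above the mean plus 3 SD of all compounds in the same screening run, cut at about 4.5% in these data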;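 further: 0% = IMP-1 with DMSO and 100% = DMSO wells lacking enzyme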
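System: purified recombinant IMP-1 beta-lactamase. Medium: Zinc- and detergent-supplemented HEPES buffer, pH 7.1. Compound: one 5.6 µM dose […]. Schedule: 15 min preincubation plus 25 min reaction at 25 °C. Technique: Epi-absorbance fluorescence, 480 nm excitation, 530 nm emission.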
SUMO HTRF inh: inhibitors of in vitro SUMOylation cascade, primary screen, biochemical, HTRF, uHTS | SUMO-conjugating enzyme UBC9 (Homo sapiens), P63279 | HTRF SUMOylation assay, SAE1/SAE2 + UBC9 | inhibition, % at 35 µM | 290,000 compounds, 0.36% hits; in the data active means inhibition above about 50%, passing the limit was not always enough; further: strong numbers were not always called active
Starred values were filed as active, the others as inactive; . = no result given.

SMILES | CRFR2-BP antag | VIM-2 inh | GalR3 antag | IDE inh | IDE cell activ | HCV NS3 hel inh | p-CIP stab down | IMP-1 inh | SUMO HTRF inh
COc1c2c(cc3oc(C)cc(=O)c13)OC(C(C)(C)OC1OC(CO)C(O)C(O)C1O)C2 (stereo unspecified) | 0 | -3.9 | -3 | 4 | 2 | -2 | -5 | -3.7 | -6
CCOc1ccc(NC(=O)c2ccc(CSc3nnnn3C)cc2)cc1 | 18 | -3.5 | -11 | 5 | 1 | 4 | -9 | -2.9 | -1
CCn1c(O)c(C#N)c(C)cc1=O | -10 | -5.6 | -6 | -1 | 0 | 6 | -4 | -3.1 | 28
COc1ccc(-c2cc3nc[nH]c(=O)c3s2)cc1 | -3 | -4.1 | -5 | 1 | -4 | -1 | -10 | -4.9 | 5
Cc1ccsc1/C=N/NC(=O)c1sccc1C | 12 | -2.7 | -6 | 4 | 3 | -5 | 7 | -1.8 | -10
O=C(CCSc1nc2cc(Cl)ccc2o1)N1CCOCC1 | -12 | -5.0 | -4 | 4 | 7 | 4 | -4 | -4.5 | -2
Cc1ccc2c(c1)C(=NC1CCCCC1)c1cc3ccccc3nc1-2 | -71 | 0.7 | -5 | 6 | -4 | 0 | 2 | -1.3 | 12
CSc1nc(-c2ccccc2)nn1S(=O)(=O)c1ccccc1 | 5 | 0.1 | 2 | 1 | -1 | 5 | 1 | 2.3 | 18
CCCN(CC1CCCO1)C(=O)c1cc(COc2cccc(OC)c2)on1 (stereo unspecified) | 5 | -0.4 | 0 | 1 | 1 | -2 | 16 | -1.3 | 3
CN(C)/C=C/C(=O)c1ccc(-n2cccc2)cc1 | -6 | -1.6 | 4 | 2 | 1 | 35 | -8 | -2.0 | 24
NC(=O)C1CCCN(C(=O)Nc2cccc3ccccc23)C1 (stereo unspecified) | -12 | -2.0 | -4 | 1 | 2 | 3 | -5 | -2.3 | -3
CCOC(=O)N1CCN(C(=O)CSCc2ccc(C)cc2)CC1 | 4 | 0.5 | -1 | -1 | 4 | 3 | -6 | 0.5 | 4
C=C1CCC(C)C(C)(CCC2=CCOC2=O)C/C=C\C=C/1C(=O)O (stereo unspecified) | -9 | . | -2 | 3 | 4 | . | 0 | . | -21
N#CC1=C(N)OC2=C(C(=O)CCC2)[C@]12C(=O)N(CC(N)=O)c1ccccc12 | -8 | -1.6 | 4 | -2 | 0 | 2 | -8 | -0.5 | 2
CC1(C)C(=O)NCCN1C(=O)CC1C(=O)NCCN1CC(c1ccccc1)c1ccccc1 (stereo unspecified) | 19 | -2.9 | -5 | 2 | 1 | -4 | -15 | -1.0 | 6
COC(=O)[C@H](CCSC)NC(=O)Nc1cccc(Br)c1 | -20 | -3.9 | -2 | 2 | 5 | -5 | -14 | -2.8 | 13
CCNc1nc(NCC)n2c(SCC(=O)Nc3cccc(F)c3)nnc2n1 | 8 | . | -4 | 1 | 3 | . | . | . | .
C/C(=N\NC(=O)c1ccoc1C)c1cccc2ccccc12 | 1 | -3.8 | -11 | 8 | -4 | 1 | -7 | -3.9 | -10
O=C(NCC(=O)N1CCN(C(=O)c2ccccc2)CC1)c1ccc(Cl)cc1Cl | 8 | . | -5 | 7 | 3 | . | . | . | .
O=c1cc(/C=C/c2ccccc2)oc2c1ccc1ccccc12 | -13 | 1.0 | 2 | 1 | -1 | 4 | 4 | -1.8 | 7

Gathered by group, the compounds so far with a Cl atom (2)
SMILES | CRFR2-BP antag | VIM-2 inh | GalR3 antag | IDE inh | IDE cell activ | HCV NS3 hel inh | p-CIP stab down | IMP-1 inh | SUMO HTRF inh
O=C(CCSc1nc2cc(Cl)ccc2o1)N1CCOCC1 | -12 | -5.0 | -4 | 4 | 7 | 4 | -4 | -4.5 | -2
O=C(NCC(=O)N1CCN(C(=O)c2ccccc2)CC1)c1ccc(Cl)cc1Cl | 8 | . | -5 | 7 | 3 | . | . | . | .

New compounds follow.
SMILES | CRFR2-BP antag | VIM-2 inh | GalR3 antag | IDE inh | IDE cell activ | HCV NS3 hel inh | p-CIP stab down | IMP-1 inh | SUMO HTRF inh
O=C(Cc1cccc2ccccc12)NCCc1ccccc1 | 4 | -1.9 | -8 | -3 | 4 | 15 | -7 | -1.9 | 0
COCCCN1C(=O)c2ccc(C(=O)Nc3ccccc3OC)cc2C1=O | 8 | -3.5 | -2 | -1 | -3 | -7 | -5 | -1.5 | 4
Cc1ccc(NC(=O)CCCc2ccccc2)nc1 | -16 | -1.9 | 2 | -1 | 7 | 0 | 3 | -2.9 | -11
CCN(CC(=O)NCc1ccc(F)cc1)C(=O)c1ccc(C)o1 | -9 | 0.0 | -8 | 0 | 1 | -3 | -12 | -2.4 | 16
Clc1c(-c2ccccc2)nc2ccccn12 | 6 | 3.3 | -8 | 0 | 3 | 11 | -1 | -1.6 | 11
CN1C(=O)/C(=C/c2cc(N=Nc3ccccc3)ccc2O)SC1=S | 34 | -2.4 | -4 | -4 | 1 | 3 | -13 | -3.4 | 21
CC(C)N(CCNC(=O)COc1ccc2oc3c(c2c1)CCCC3)C(C)C | 3 | -1.8 | -3 | -4 | 2 | -20 | -7 | -2.4 | 3
COc1ccccc1C(=O)N/N=C(\C)CC(=O)Nc1ccc2c(c1)OCCO2 | 7 | -1.8 | -10 | 2 | -4 | -2 | 6 | -1.9 | -1
CCOC(=O)c1sc2nccc(N(C)C)c2c1N=CNOC | -12 | -1.6 | 4 | -4 | 0 | 0 | -12 | -1.3 | 8
Cc1c(Cl)c(-c2n[nH]c(=S)n2Cc2ccco2)nn1C | -17 | 0.8 | -4 | 6 | -2 | 5 | -7 | -4.4 | 18

Grouped by structure: those above containing fluorine
SMILES | CRFR2-BP antag | VIM-2 inh | GalR3 antag | IDE inh | IDE cell activ | HCV NS3 hel inh | p-CIP stab down | IMP-1 inh | SUMO HTRF inh
CCNc1nc(NCC)n2c(SCC(=O)Nc3cccc(F)c3)nnc2n1 | 8 | . | -4 | 1 | 3 | . | . | . | .
CCN(CC(=O)NCc1ccc(F)cc1)C(=O)c1ccc(C)o1 | -9 | 0.0 | -8 | 0 | 1 | -3 | -12 | -2.4 | 16

More records follow:
SMILES | CRFR2-BP antag | VIM-2 inh | GalR3 antag | IDE inh | IDE cell activ | HCV NS3 hel inh | p-CIP stab down | IMP-1 inh | SUMO HTRF inh
CSc1scc2c1-c1nc(SCC(=O)C(C)(C)C)ncc1CC2 | -17 | 2.0 | -5 | -3 | 6 | 27 | -13 | 9.8* | 14
O=C(CSc1ncn(-c2ccccc2)n1)Nc1ccc2c(c1)OCO2 | 2 | -2.5 | -5 | -3 | 3 | 1 | -6 | -4.0 | 31
Cc1nc2nc(-c3ccccc3)cn2nc1C | 6 | -0.8 | 2 | 8 | 3 | -9 | 1 | -0.8 | 36
CCC(C)Nc1nc(-c2ccccn2)nc2ccccc12 (stereo unspecified) | -18 | 8.2* | -2 | 3 | 0 | -47 | -5 | 3.4 | -101
O=C1CC(NCc2ccccc2F)C(=O)N1c1ccccc1 (stereo unspecified) | 2 | -1.6 | -5 | 1 | 8 | 3 | -1 | -0.9 | 16
CC(Oc1ccccc1)C(=O)Nc1ccccc1O (stereo unspecified) | 18 | 2.5 | -5 | -7 | 3 | 3 | 9 | 3.7 | 13
OC1CCCN(C(=S)Nc2ccc(SC(F)F)cc2)C1 (stereo unspecified) | 7 | -1.1 | -1 | -4 | 3 | -4 | -5 | 1.1 | 6
O=C(Nc1ccc2c(c1)OCO2)C1CCCN1C(=O)NCc1ccccc1 (stereo unspecified) | -7 | -3.4 | -1 | 1 | 2 | -1 | -2 | -2.0 | -27
CCCCn1c(N)c(N(Cc2ccccc2OC)C(=O)c2c(CC)noc2C)c(=O)[nH]c1=O | 78* | -1.5 | 1 | 0 | 3 | 0 | -8 | -2.8 | 5
O=C(N/N=C/c1ccc2cccnc2c1)c1nc2ccccc2c(=O)[nH]1 | 0 | -4.1 | -6 | -1 | -6 | -1 | -5 | -3.4 | 19
COc1ccc(CCn2c3c(c(=O)[nH]c2=O)C(NC(=O)c2cccs2)(C(F)(F)F)C(=O)N3)cc1OC (stereo unspecified) | 20 | -2.9 | -2 | 0 | 4 | 2 | -5 | -0.7 | 24
COc1cccc(NC(=O)CSc2nnc(-c3ccoc3C)n2CC2CCCO2)c1 (stereo unspecified) | -6 | -0.9 | -1 | -2 | -4 | -1 | 8 | 0.0 | 10
O=C(CC(NCCN1CCOCC1)C(=O)O)Nc1cccc(Cl)c1 (stereo unspecified) | 10 | . | -7 | -4 | 3 | . | . | . | .
N#CCCN(Cc1cccnc1)S(=O)(=O)c1ccc(S(=O)(=O)N2CCCCCC2)cc1 | 3 | -1.9 | 1 | 3 | -1 | 1 | -20 | -3.1 | 16
COc1cccc(-c2nnc(NC(=O)C(C)C)o2)c1 | -11 | -2.4 | 2 | 3 | 4 | -1 | 4 | -3.6 | 3
O=C(COC(=O)C1CCCCC1)Nc1cccc(F)c1 | -2 | . | -4 | -7 | 8 | . | . | . | .
Cn1c(=O)c(=O)n(C)c2cc(S(=O)(=O)CCC(=O)N3CCOCC3)ccc21 | -4 | -1.4 | 0 | -1 | 0 | -4 | -7 | -2.4 | -2
CCN(CC)CCN1C(=O)/C(=C\c2ccc(Cl)c([N+](=O)[O-])c2)SC1=Nc1ccc(OC)cc1 | -7 | 8.0* | -11 | -2 | 5 | -64 | -9 | -1.1 | 0
COc1cc(OC)c(OC)cc1/C=N/NC(=S)NCCN1CCOCC1 | 0 | 3.2 | -1 | 5 | 1 | -16 | -3 | -0.7 | -8
COCCNC(=O)c1ccc2c(=O)n(Cc3ccco3)c(SCC(=O)Nc3ccc(OC)cc3OC)nc2c1 | -18 | 0.4 | -4 | 5 | 1 | -8 | -3 | 0.2 | 20
COc1ccc(NC(=S)NN2CCOCC2)cc1OC | -13 | 0.0 | -10 | 2 | 2 | 6 | -21 | 0.5 | -12
Nc1cccc(C(=O)O)c1 | 6 | -1.4 | 0 | 6 | -2 | 0 | -8 | -1.8 | -7
Cc1cc(C(=O)N(C)CC(=O)Nc2ccc(Cl)c(C(F)(F)F)c2)no1 | 0 | . | -3 | 1 | 2 | . | . | . | .
COc1cc(/C=C/C(=O)OCC(=O)N2CCc3ccccc3C2)ccc1O | -3 | -1.3 | -2 | -3 | 0 | 1 | -4 | -2.2 | -2
O=C(NCCNc1ccc([N+](=O)[O-])cc1Cl)c1ccccc1F | 14 | 1.9 | -10 | 2 | -1 | 5 | -7 | -0.7 | -11
COc1ccccc1NS(=O)(=O)c1ccc(NC(=O)c2nc3ncccn3n2)cc1 | -17 | -3.0 | -7 | . | -1 | -5 | -16 | -2.8 | -3
